# F508del corr – CFTR F508del correction in bronchial cells; CFBE cells, YFP halide quenching; stimulated with forskolin plus potentiator P3; % fluorescence drop versus neutral controls; activity (quench increase), % at 7.58 µM; actives 0.36% (n = 350,000);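 active = mean added fluorescence quench of at least 8% versus neutral control, with both replicates also reaching 8%; inconclusive = only one of the mean or replicate conditions met; inactive = mean below 8% and not both replicates reaching 8%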;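 also: cells transiently co-express mutant CFTR-F508del with the halide-sensitive YFP; corrector assay measuring rescue of mutant channel to the surface after 24 h compound exposure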
# RAD52 anneal inh – RAD52 (human) annealing inhibition; recombinant RAD52 DNA annealing, FRET fluorescence; AID 651710; inhibition, % at 18.7 µM; actives 0.46% (n = 360,000); P43351;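 active = every replicate showing at least 50% inhibition; inconclusive = mean inhibition at least 50% but not in every replicate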
# Target sequence (P43351 whole entry, looked up): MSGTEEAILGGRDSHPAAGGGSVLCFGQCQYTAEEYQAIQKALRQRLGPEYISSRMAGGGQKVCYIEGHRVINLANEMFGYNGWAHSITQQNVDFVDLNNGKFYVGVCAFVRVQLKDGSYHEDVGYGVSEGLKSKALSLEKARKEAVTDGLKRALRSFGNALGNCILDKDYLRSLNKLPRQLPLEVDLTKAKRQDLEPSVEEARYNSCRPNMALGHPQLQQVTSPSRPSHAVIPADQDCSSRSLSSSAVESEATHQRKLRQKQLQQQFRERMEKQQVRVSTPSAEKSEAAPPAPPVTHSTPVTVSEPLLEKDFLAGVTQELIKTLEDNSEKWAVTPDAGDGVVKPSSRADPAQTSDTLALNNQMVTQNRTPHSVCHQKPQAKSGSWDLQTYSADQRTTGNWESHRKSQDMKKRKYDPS
# INS-1E GSIS act – primary screen for activators of insulin secretion dependent on glucose, INS-1E cells, GLuc reporter luminescence | INS-1E GLuc reporter insulin secretion, 2-3 h | activation, % at 16.6 µM | actives 0.61% (n = 370,000) | AID 743287;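 active = lowest replicate activation of at least 40%, so every replicate reaches that level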;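 also: 0% = median of neutral control wells and 100% = median of IBMX positive control wells; some compounds called inactive have numbers as strong as hits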
# Casp6 inh – caspase-6 (human) enzyme inhibition. P55212. purified caspase-6, Z-VEID-R110 cleavage fluorescence. inhibition, % at 12.5 µM. actives 0.53% (n = 350,000);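 active = mean inhibition across replicates at least about 35%, with every replicate also reaching that limit, limit read from the data; inconclusive = only one of the two criteria met; inactive = neither criterion met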;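 also: 0% = median of neutral control wells and 100% = no fluorescence left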
# Target sequence (P55212 24-179 limits assumed): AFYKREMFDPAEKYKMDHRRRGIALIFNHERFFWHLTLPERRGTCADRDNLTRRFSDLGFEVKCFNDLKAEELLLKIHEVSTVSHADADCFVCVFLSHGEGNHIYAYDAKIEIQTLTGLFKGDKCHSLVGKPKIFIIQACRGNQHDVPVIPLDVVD
# Target sequence (P55212 194-293 limits assumed): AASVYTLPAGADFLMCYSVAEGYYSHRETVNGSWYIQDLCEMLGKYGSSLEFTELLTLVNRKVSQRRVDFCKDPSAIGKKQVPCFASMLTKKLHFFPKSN
# E-sel inducer – induces E-selectin expression in human endothelial cells. P16581. HUVEC E-selectin immunofluorescence imaging; normalized: neutral wells 0, TNF-alpha wells 100. activation, % at 7.58 µM. actives 0.37% (n = 260,000);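 active = mean E-selectin-positive cell signal at least 10% of the positive control, reached in at least 60% of replicates, without over 20% cell loss; inconclusive = no rule given, readout overlaps actives, possibly toxicity-flagged; inactive = the rest, including those meeting only one limit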;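 also: in these data hits start at about 27%; measured in HUVEC primary endothelial cells; signal is the percent of cells scored E-selectin positive by PE staining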
#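 Read-out basis: % PE-positive cells; Test system: HUVEC primary endothelial cells; Technique: immunofluorescence imaging; Dosing: single-point compound dose.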
# RAD54 inh – RAD54 (human) branch migration inhibition; RAD54 Holliday junction branch migration, FAM/BHQ fluorescence; Q92698; inhibition, % at 10.4 µM; AID 602329; actives 0.14% (n = 360,000);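 active = mean normalized replicate activity at least 40 and at least half of replicates scoring 40 or more; inconclusive = only one of the two criteria met; inactive = mean below 40 and under half of replicates reaching 40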;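 also: 0% = median of neutral control wells and 100% = median of positive control wells; inhibitors cause a drop in the FAM fluorescence signal; in these data hits start at about 50%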
# DENV2 CPE rescue – DENV2-induced cell death inhibition; DENV2-infected cells, cytopathic effect rescue, plate reader; CPE inhibition, % at 9.99 µM; actives 1.7% (n = 350,000); AID 651640; in the data active = CPE inhibition above about 20%, passing the limit was not always enough; inconclusive = no clear call, values can overlap the other calls; tested in BHK-21 cells;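 also: 0% = median of neutral control wells and 100% = median of positive control wells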
# XiGFP reactiv – X-chromosome reactivation activator. XiGFP mouse fibroblasts, % GFP-positive cells imaging, 3 d; cells co-treated with 5-aza-dC sensitizer; scaled so ellipticine positive control = 100%. activation, % at 7.58 µM. actives 0.055% (n = 360,000). AID 743238;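 active = mean normalized replicate activation at least 10% and every replicate at or above 10%; inconclusive = only one of the two criteria met; inactive = mean below 10% and not all replicates reach 10%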;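 also: 0% = median of on-plate neutral control wells and 100% = ellipticine 6 µM median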
#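 Assay system – SV40-immortalized XiGFP fibroblast cells, line 68-5-11 · Buffer or medium – DMEM supplemented with 5-aza-dC as sensitizing agent · Dosing – one concentration, pinned · Benchmarks – positive control ellipticine, 6 µM final · Times – 3 days compound exposure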
# The depositor's hits bear a star; u = inconclusive; x = not tested or not shown.
SMILES,F508del corr,RAD52 anneal inh,INS-1E GSIS act,Casp6 inh,E-sel inducer,RAD54 inh,DENV2 CPE rescue,XiGFP reactiv
CCOc1ccc(C(C)(C)C)cc1S(=O)(=O)Nc1ccncc1,1.8,-16,8,1,x,-10,-7,0.0
COC(=O)Cc1nnn2c1[C@@H](C)[C@@H](c1ccccc1Br)OC[C@H](C)C2,2.2,-23,x,-1,-0.2,x,-7,0.0
CCOC(=O)c1c(C)[nH]c(C(=O)Nc2cc(OCC)c(N3CCOCC3)cc2OCC)c1C,-0.8,15,21,2,x,4,-1,0.0
Cc1c(-n2c(SCC(=O)O)nnc2-c2ccccc2Br)c(=O)n(-c2ccccc2)n1C,-0.4,-12,0,1,0.0,-1,x,0.1
CCc1cc(-c2n[nH]c(=S)n2CC(C)C)cs1,x,-7,18,0,-1.4,x,-2,0.0
COc1ccc(S(=O)(=O)Nc2ccc3c(c2)CC(=O)N([C@@H](C)CO)C[C@H](C)[C@H](CN(C)S(C)(=O)=O)O3)cc1,0.7,3,10,-1,-18,-2,-9,0.0
N#C/C(=C/c1ccccc1OCc1ccc(F)cc1)c1ccc(C(=O)O)cc1,-0.5,-1,1,8,x,-1,1,0.3
C[C@H](CO)N1C[C@H](C)[C@@H](CN(C)Cc2ccc(-c3ccccc3)cc2)Oc2ccc(NC(=O)CCN3CCOCC3)cc2C1=O,0.6,3,15,5,x,-5,7,-0.5
O=C(COc1ccc(Br)cc1Cl)NNC(=O)c1ccccc1,1.1,-13,-1,2,1.1,1,-8,-0.1
CCCN1CCCCC(NC(=O)OC(C)(C)C)C1=O (centres undefined),-3.2,-17,-4,7,0.0,x,-3,0.4
Cc1nn(CC(=O)NCCCc2ccccc2)c(C)c1[N+](=O)[O-],-1.4,-17,-10,0,x,x,x,0.0
O=C(N[C@H]1CC[C@H](CCNS(=O)(=O)c2ccccc2Cl)O[C@H]1CO)c1ccc(F)cc1,-3.4,2,0,2,0.2,-4,-14,0.0
CC#CC[N+](C)(CC#CC)CC(=O)c1ccccc1,0.6,-10,3,1,x,x,-5,0.6
O=C(NCC1CC1)C1Cc2c(-c3ccc(Cl)cc3)ccnc2O1 (centres undefined),-2.0,-10,x,1,3.9,-3,17,-0.1
COc1ccc(C(=O)Nc2ccc3c(c2)OC[C@H](C)N(C)C[C@@H](C)[C@H](OC)CN(C)C3=O)cc1,x,-7,3,1,0.2,4,-7,0.0
O=C(C1CC1)N1C[C@H]2[C@@H](c3ccccc31)[C@@H](CO)N2C(=O)c1cccc(F)c1,0.8,5,-2,-1,-0.4,16,9,0.4
Cc1ccc(C(=O)NNCC(=O)Nc2ccc(Cl)cc2F)cc1,-0.4,-4,-11,-1,2.4,1,-5,0.2
Cn1cnc2c(=O)sc3ccccc3c21,-0.5,-9,11,0,5.7,12,7,0.1
[O-][N+](=Cc1ccccc1)c1ccc(Cl)cc1,-3.4,1,-2,0,x,x,1,-0.1
Cn1ccc(C(=O)Nc2cccnc2Cl)n1,-0.3,-11,-13,2,0.0,0,2,0.0
Cc1noc(C)c1S(=O)(=O)N(Cc1ccccc1)C(C)C,-0.7,-5,3,-3,0.9,8,u,-0.1
Cc1cc2ccccn2c1C(=O)c1ccc(NN)c([N+](=O)[O-])c1,-3.1,2,17,9,x,6,4,0.0
COCCNc1nnc(Cc2ccccc2)c(=O)[nH]1,2.7,-7,6,0,0.0,-18,-5,0.3
CC(C)c1[nH]nc2c1C(c1cccc(C(F)(F)F)c1)N(c1ccccc1)C2=O (centres undefined),0.5,-4,-30,-1,0.4,x,-9,0.0
Cc1ccc(NCC(=O)N/N=C/c2cccc(Br)c2)cc1,0.3,-11,-22,5,0.0,7,31*,0.0
C[C@@H](NC(=O)C[C@@H]1CC[C@@H]2[C@H](COC[C@H](O)CN2C(=O)Nc2cccc(Cl)c2)O1)c1ccccc1,1.0,12,-12,5,0.1,0,2,0.2
CCc1ccc(OC2=NS(=O)(=O)c3ccccc32)cc1,-0.8,-20,1,-5,-0.5,x,2,0.5
Cc1cccc(/C=N/NC(=O)c2ccc(NC(=O)c3ccc(Cl)cc3)cc2)n1,0.8,-13,18,5,0.4,-9,12,0.0
Cc1cc(C)cc(CN2CCC(Oc3ccc(C(=O)N4CCCC4)cc3)CC2)c1,-2.2,-10,-1,-3,-0.8,4,3,-0.1
C#CCN1C(C)=CC(=O)[C@@H](O)[C@H]1c1ccccc1Br,2.7,-10,2,-1,x,8,6,0.1
CCOc1ccc(-c2cn[nH]c2N)cc1,-0.6,-16,-3,-3,x,-8,-4,x
COc1ccc(NC(=O)CN2CCN(S(=O)(=O)N3CCCCCC3)CC2)cc1,-2.4,-10,-8,0,0.0,4,-1,0.3
CN1C(=O)c2cc(NC(=O)C3CCCC3)ccc2OC[C@H]2O[C@@H](CC(=O)NCc3ccccc3F)CC[C@H]21,1.1,-6,-8,0,0.1,x,-12,0.1
COc1c2ccoc2c(OC[C@@H](O)C(C)(C)OC)c2oc(=O)ccc12,5.5,-69,x,1,x,-6,-13,0.0
Cc1cc(C)cc(Cn2cc(CN3CC(N4CCCCC4)CS3(=O)=O)nn2)c1 (centres undefined),3.1,-5,2,1,0.0,x,-13,-0.1
COc1cccc(C(=O)C2CCCN(Cc3ccc(OC)c(Cn4cncn4)c3)C2)c1 (centres undefined),4.3,4,9,0,x,3,-1,0.0
O=C(Nc1cc(F)ccc1F)N[C@@H]1CC[C@H](CCn2cc(C3CCCC3)nn2)O[C@H]1CO,-1.2,-4,-10,0,0.0,x,-7,0.0
C[C@H](CO)N1C[C@H](C)[C@H](CN(C)C(=O)Nc2ccc3c(c2)OCO3)Oc2ccc(NC(=O)c3ccncc3)cc2C1=O,-2.2,-3,13,1,13,0,-2,0.0
COc1ccc(C)cc1-n1nnnc1SCc1cc(=O)n2cc(C)ccc2n1,x,-11,-13,7,x,-2,x,x
COc1ccc(NC(=O)CNC(=O)N2CC(=O)Nc3ccccc32)cc1OC,-0.7,-6,-7,1,x,4,3,0.2
CCCCN1C[C@H](c2ccc(Br)cc2)[C@@H](CC(=O)Nc2ccc(Br)cc2)C1=O,0.0,-6,-40,-4,x,x,5,0.1
COc1ccc(Cc2nnc(NC(=O)Nc3ccccc3F)s2)cc1,1.4,-24,2,1,x,-18,-5,-0.1
O=C(CCN1CCN(c2ccccc2)CC1)NNC(=S)Nc1ccccc1Cl,1.1,9,4,-1,-1.3,x,10,0.3
CCOc1ccc(CNC(=O)C2CCN(c3nn4c(=O)cc(C)nc4s3)CC2)cc1,-0.7,-19,2,16,0.2,-4,1,-0.1
C/C(=N/NC(=O)CNC(=O)C1COc2ccccc2O1)c1ccc([N+](=O)[O-])cc1 (centres undefined),-2.4,-10,-29,-1,x,-2,-1,0.6
CCc1cccc2c(C(=O)COC(=O)[C@@H]3CC(O)CN3S(=O)(=O)c3ccccc3[N+](=O)[O-])c[nH]c12 (some centres undefined),-0.5,-5,-20,1,0.5,-5,u,0.0
CC(=O)N(C)C[C@H]1Oc2ncc(C#C[C@@H](C)O)cc2C(=O)N([C@@H](C)CO)C[C@@H]1C,-1.2,6,15,3,-0.2,-3,-3,-0.5
COc1ccc(CN(C)C[C@H]2Oc3ccc(NS(=O)(=O)c4ccc(Cl)cc4)cc3CC(=O)N([C@@H](C)CO)C[C@H]2C)cc1,2.9,13,-20,0,0.6,-10,1,-0.9
CCOCCc1c(O)nc(SCC)[nH]c1=O,-0.5,-8,-11,-1,x,0,-9,-0.1
Cc1nc2ccccc2c(-c2ccccc2)c1CC(=O)O,x,x,36,x,0.9,-7,x,0.6

# In another format: 4 of the compounds above
> CCc1ccc(OC2=NS(=O)(=O)c3ccccc32)cc1
  F508del corr = -0.8	RAD52 anneal inh = -20	INS-1E GSIS act = 1	Casp6 inh = -5	E-sel inducer = -0.5	RAD54 inh = x	DENV2 CPE rescue = 2	XiGFP reactiv = 0.5
> CCOCCc1c(O)nc(SCC)[nH]c1=O
  F508del corr = -0.5	RAD52 anneal inh = -8	INS-1E GSIS act = -11	Casp6 inh = -1	E-sel inducer = x	RAD54 inh = 0	DENV2 CPE rescue = -9	XiGFP reactiv = -0.1
> COc1ccc(Cc2nnc(NC(=O)Nc3ccccc3F)s2)cc1
  F508del corr = 1.4	RAD52 anneal inh = -24	INS-1E GSIS act = 2	Casp6 inh = 1	E-sel inducer = x	RAD54 inh = -18	DENV2 CPE rescue = -5	XiGFP reactiv = -0.1
> COc1c2ccoc2c(OC[C@@H](O)C(C)(C)OC)c2oc(=O)ccc12
  F508del corr = 5.5	RAD52 anneal inh = -69	INS-1E GSIS act = x	Casp6 inh = 1	E-sel inducer = x	RAD54 inh = -6	DENV2 CPE rescue = -13	XiGFP reactiv = 0.0

# Next part.
SMILES,F508del corr,RAD52 anneal inh,INS-1E GSIS act,Casp6 inh,E-sel inducer,RAD54 inh,DENV2 CPE rescue,XiGFP reactiv
CN(C)C(=O)C[C@H]1CC[C@H](NC(=O)C2CCC2)[C@H](CO)O1,-0.9,-1,13,0,0.1,-1,3,0.0
COCCN(CC(=O)NC1CCCCC1)C(=O)/C=C/C(=O)c1ccc(OC)cc1O,-3.2,-1,49*,-2,0.0,x,10,0.6
C[C@H](CO)N1C[C@H](C)[C@H](CN(C)C)Oc2cc(-c3ccncc3)ccc2S1(=O)=O,1.7,-16,11,2,-0.1,-8,-1,0.0
COc1ccc(C=NCC2OCCc3ccccc32)cc1OC (centres undefined),1.8,-15,2,-5,-1.0,x,12,0.0
COc1cccc(NC(=O)N2CCCC2C(=O)NC2CCCC2)c1 (centres undefined),3.4,-20,19,-4,-0.1,-5,-4,0.4
O=C(/C=C/c1ccc(F)cc1)NCC1(c2ccccc2)CCOCC1,0.6,-31,-10,2,0.4,-18,0,-0.1
CN=C1S/C(=C\c2ccc(O)c(OC)c2)C(=O)N1C,0.6,-88,15,-2,4.1,17,-3,-0.2
CC(=O)N1C(=O)N(C(C)=O)C2C1N(C)C(=O)N2C(C)=O (centres undefined),-2.1,-10,-15,-2,-0.3,x,3,0.0
CCc1nn(CC(=O)N2CCN(c3cc(C)ccc3C)CC2)c(=O)c2cc3occc3n12,-1.2,-5,-1,1,x,-12,6,0.0
Cc1ccc(Cl)cc1N(CC(=O)NCc1ccc2c(c1)OCO2)S(C)(=O)=O,-2.1,-19,2,-1,3.1,x,-6,0.5
CCOc1ccc2[nH]c3c(NCCc4ccc(OC)c(OC)c4)ncnc3c2c1,1.3,-19,2,1,2.5,x,-10,0.4
Cc1ccc(/C(N)=N/OC(=O)CSc2ccccc2)cc1,-1.9,-1,-3,-3,14,x,1,0.0
O=C(c1cccnc1)N1C[C@H]2[C@@H](c3ccccc31)[C@@H](CO)N2C(=O)Nc1ccccc1Cl,-0.7,-4,-6,0,-0.1,-8,-7,0.0

# Reprinted at random: two entries already listed
SMILES,F508del corr,RAD52 anneal inh,INS-1E GSIS act,Casp6 inh,E-sel inducer,RAD54 inh,DENV2 CPE rescue,XiGFP reactiv
CCOc1ccc2[nH]c3c(NCCc4ccc(OC)c(OC)c4)ncnc3c2c1,1.3,-19,2,1,2.5,x,-10,0.4
CCc1nn(CC(=O)N2CCN(c3cc(C)ccc3C)CC2)c(=O)c2cc3occc3n12,-1.2,-5,-1,1,x,-12,6,0.0

# Source: PubChem BioAssay

# An unsorted share of the library; any-hit rate near 3.7%.
